High-throughput results: PubChem BioAssay, National Center for Advancing Translational Sciences (NCATS)
FBPA coupling cs: inhibits coupling enzyme system, counter-screen for aldolase hits | coupling enzyme system counterscreen, AmpLite Red fluorescence | 0.67% of 290,000 active | activity change, negative = inhibition, % at 58.2 µM, hits read low; in the data active = activity change below about -30%
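Counterscreen of the coupled detection system alone, without aldolase: glyceraldehyde-3-phosphate coupling enzymes plus AmpLite Red readout. Compounds at 57.5 uM final, 10 min RT preincubation, 20 min RT reaction, fluorescence 525/598 nm.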
B2AR arrestin: recruits beta-arrestin to the human beta2-adrenergic receptor; AID 492947; Potency, µM (doses to about 46.1 µM), inactives show at the highest dose activation, hits mostly activators; P07550; beta-arrestin recruitment to beta2AR, cell-based reporter; 0.02% of 330,000 active;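 note: potency is the fitted concentration of half-maximal effect; 0% = DMSO controls and full agonism = EC100 isoproterenol or metaproterenol; nearly all actives have a fitted effect of over 65% in size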
PKM2 act: activators of human pyruvate kinase M2; 0.34% of 260,000 active; Potency, µM (top dose mostly 57.5 µM), inactives show top-dose activation, actives largely listed as activators; purified PKM2, Kinase-Glo ATP luminescence, activation; response scale: 0% is enzyme alone, no compound; P14618; note: potency is the fitted concentration of half-maximal effect; nearly all actives have a fitted effect of over 55% in size
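ATP formation by purified human PK-M2, quantified via coupled luciferase luminescence after 1 h at room temperature with 0.1 mM ADP and 0.5 mM PEP final.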
KCNH2 3.1 block: KCNH2 3.1 (human) potassium channel inhibition; U2OS KCNH2 3.1, thallium flux FluxOr; stronger effect = lower value; activity change, % (tested at about 1.8 µM); 0.95% of 340,000 active;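 active = maximum activity change below -70%; inconclusive = maximum activity change from -70% to -50%; inactive = maximum activity change above -50%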;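 note: thallium influx rate constant from kinetic fluorescence after stimulation buffer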
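Normalized rate constant (relative to positive and negative DMSO controls) derived from a 2 min kinetic fluorescence read after stimulation; U2OS cells expressing the 3.1 isoform via virus at 1.77 x 10^8 /mL.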
USP2a block: inhibitors of human ubiquitin-specific protease USP2a. Potency, µM (series often up to 38.3 µM), for the others: top-dose activity change, negative = inhibition, most hits filed as inhibitors. 0.01% of 330,000 active. USP2 core, Ub-CHOP2 coupled fluorogenic reporter, 485/531. O75604. AID 463254;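 note: potency is the fitted concentration of half-maximal effect; plate controls were DMSO wells for no effect and full inhibition by NEM control for full effect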
Target sequence (O75604 whole entry, looked up): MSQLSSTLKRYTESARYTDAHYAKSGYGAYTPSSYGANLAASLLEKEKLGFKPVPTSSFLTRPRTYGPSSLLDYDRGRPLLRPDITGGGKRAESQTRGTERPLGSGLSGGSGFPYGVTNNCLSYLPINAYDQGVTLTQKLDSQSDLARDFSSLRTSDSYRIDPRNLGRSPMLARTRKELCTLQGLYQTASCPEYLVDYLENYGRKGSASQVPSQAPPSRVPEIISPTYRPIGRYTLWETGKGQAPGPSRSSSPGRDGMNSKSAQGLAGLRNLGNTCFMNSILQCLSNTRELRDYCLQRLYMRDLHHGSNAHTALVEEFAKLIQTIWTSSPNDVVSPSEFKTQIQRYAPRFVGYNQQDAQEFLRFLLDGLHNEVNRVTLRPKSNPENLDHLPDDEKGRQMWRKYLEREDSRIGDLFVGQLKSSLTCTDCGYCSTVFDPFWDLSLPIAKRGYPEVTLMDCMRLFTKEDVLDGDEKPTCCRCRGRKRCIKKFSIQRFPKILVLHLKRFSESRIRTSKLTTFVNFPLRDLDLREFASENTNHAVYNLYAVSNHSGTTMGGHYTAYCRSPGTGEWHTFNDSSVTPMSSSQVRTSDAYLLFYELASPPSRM
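Deubiquitinase activity read as fluorescence (485/531 nm) after Ub-CHOP2 cleavage activates the enterokinase reporter on its substrate; USP2 core 10nM, Ub-CHOP2 and substrate 25nM each, 30min compound preincubation then 60min RT; data normalized to NEM, curves fitted.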
Chronic BCR inh: chronic active BCR signaling inhibition; 0.05% of 340,000 active; Potency, µM (series often up to 46.1 µM), without a hit: top-dose ratio change, negative = lower green/red ratio, usual class: inhibitors; ABC-DLBCL IkBa-CBG/CBR reporter, luminescence ratio, 4 h; active = well fitted inhibition curve with a large enough effect in the signal ratio, with a control signal flat, not every such curve was filed as active; inconclusive = small, poorly fitted or top-dose-only effect, or effect the other way, or a change in a side signal; the % refers to the signal ratio;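 note: potency is the fitted concentration of half-maximal effect; plate controls were basal doxycycline-induced cells for no effect and cells given 10 µM MG132 for full effect; MG132 reads +100%, hits lower the ratio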
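Cell line TMD8 (human ABC DLBCL), stably expressing tet-inducible CBG68-IkBa fusion and CBR; IMDM/0.5% FBS; cpd up to 46 uM; dox induction, 4 h, 37C/5% CO2; dual luminescence; green/red ratio; MG132 control.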
uPA generation: blocks generation of uPA at the cell surface; cell surface uPA generation assay, qHTS; 0.31% of 330,000 active; Potency, µM (top dose mostly 38.3 µM), for the others: at the highest dose activity change, negative = inhibition, usual class: inhibitors; active = well fitted inhibition curve with a large enough effect; inconclusive = small, poorly fitted or top-dose-only effect; inactive = no such curve, though single readings can be large or run the other way; tested in mouse RAW 264.7 cells; note: potency is the fitted concentration of half-maximal effect; nearly all actives have a fitted effect of over 55% in size
GALK inh: inhibitors of human galactokinase; P51570; Purified GALK, Kinase-Glo residual ATP luminescence; Potency, µM (top dose mostly 57.5 µM), for inactives: at the highest dose activity change, negative = inhibition, most hits filed as inhibitors; 0.007% of 270,000 active; AID 1868; note: potency is the fitted concentration of half-maximal effect
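Compounds were pin-transferred into ATP buffer (35 uM final), then GALK plus galactose (5 nM, 100 uM final) was added. After 1 h at room temperature, Kinase-Glo Plus was added and luminescence read after 10 min.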
Giardia kill: kills Giardia lamblia; activity change, % at 7.66 µM, hits read low; AID 540267; Giardia lamblia trophozoite viability; 0.15% of 340,000 active; in the data active = activity change below about -80%; inconclusive = between about -30% and that limit;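 note: parasites exposed to compound for two days anaerobically before the ATP read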
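Trophozoites 100 cells/well + cpd; 48 hrs, 37 deg C, anaerobic. ATPLite 1-Step added, 15-30 min RT, luminescence read (ATP-based viability).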
Eya2 inh: blocks the phosphatase activity of human Eya2; O00167; recombinant Eya2, OMFP fluorescence dephosphorylation (OMFP is methylfluorescein phosphate); Potency, µM (top dose mostly 76.9 µM), inactives show at the top dose activity, negative = inhibition, hits mostly inhibitors; 0.006% of 330,000 active; AID 488837; note: potency is the fitted concentration of half-maximal effect
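Eya2 protein (added as 0.2 uM solution) was preincubated with compound for 10 min at ambient temperature in 50 mM HEPES pH 7.5, 50 mM NaCl, 5 uM MgCl2, 0.05% BSA, 1 mM DTT. OMFP (added at 50 uM) then reacted 10 min; fluorescence read at 485/525 nm.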
hERG WT inh: blocks the wildtype human KCNH2 potassium channel | Q12809 | U2OS, BacMam KCNH2, thallium flux FluxOr; stronger effect = lower value | activity change, % at 1.84 µM | 0.37% of 340,000 active | AID 720551;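 active = maximum activity change below -70%; inconclusive = maximum activity change between -70% and -50%; inactive = maximum activity change above -50%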
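U2OS cells transduced with wild-type KCNH2 virus are loaded with FluxOr dye for 45 min, and thallium flux is measured in kinetic reads before and after stimulation buffer. Rate constants are normalized to DMSO controls.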
* = called active by the depositor; u = inconclusive; x = no result given; [ ] = remark or other dose. Unless noted, calls come from the whole dose curve; as a rule, active = well fitted curve in the direction sought with a large enough effect; inconclusive = small, poorly fitted or top-dose-only effect, or another doubt; inactive = no such curve, though single readings can be large; an effect the other way counts as inactive or inconclusive. Unless noted, % is set by controls: 0 for no effect and ±100 for the full control effect.

SMILES	FBPA coupling cs	B2AR arrestin	PKM2 act	KCNH2 3.1 block	USP2a block	Chronic BCR inh	uPA generation	GALK inh	Giardia kill	Eya2 inh	hERG WT inh
CC(Sc1nnc2ccccn12)C(=O)NCc1ccc2c(c1)OCO2 (configuration not stated)	1	0.1%	3%	-11	4%	u	25%	-1%	-5	-6%	-3
COc1ccc(S(=O)(=O)N/N=C\c2ccc([N+](=O)[O-])o2)c(OC)c1	x	-0.8%	-1%	0	1%	-1%	u	-7%	-29	8%	-1
O=C(CCN1C(=O)c2ccncc2C1=O)NCc1ccc(Cl)cc1	1	-0.7%	-6%	-13	-1%	-6%	-5%	1%	-6	4%	-4
Cc1ccc(C(=O)NC(=S)Nc2ccc(N3CCOCC3)cc2)c(C)c1	0	0.1%	-4%	-31	1%	0%	6%	3%	4	-1%	-14
Cc1ccnc(NC(=O)COc2ccccc2[N+](=O)[O-])c1	-1	-0.9%	-11%	x	2%	1%	x	-1%	x	4%	x
CCOc1ccccc1C1C(C#N)=C(N)Oc2n[nH]c(CC)c21 (configuration not stated)	-1	0.7%	4%	20	5%	u	-15%	-1%	14	23%	3
CCC(=O)c1ccc(O)c(CC=C(C)C)c1	0	0.4%	1%	-30	1%	u	3%	-1%	1	-6%	0
CC(=O)Oc1ccc(/C=C(\NC(=O)c2ccco2)C(=O)NCc2ccco2)cc1	-1	-0.3%	x	-18	7%	u	-1%	-2%	28	u	2
CN1CCN(C(=O)c2ccc3c(c2)N(Cc2ccc(Cl)cc2)C(=O)c2ccccc2S3=O)CC1 (configuration not stated)	0	0.2%	-6%	-11	0%	u	-39%	-1%	0	-4%	-1
O=C(COC(=O)c1ccco1)NCCc1ccc(Cl)cc1	x	-0.1%	x	-5	-1%	13%	-12%	x	-3	3%	-7
CC(=O)c1ccc(N2CCN(c3ccccc3O)CC2)c([N+](=O)[O-])c1	2	-0.2%	-1%	6	1%	-1%	-1%	1%	2	-13%	9
CCn1cc(C(C)NC(=O)Nc2ccc3c(c2)OCO3)c(C)n1 (configuration not stated)	1	-0.3%	-5%	30	2%	5%	4%	0%	23	-2%	1
COc1ccccc1-c1nc2ccccc2nc1-c1ccccc1OC	-1	8.3%	20%	-30	3%	3%	-2%	2%	10	-4%	-3
COc1cc2c(cc1OC)C(c1cccc(Br)c1)CC(=O)N2 (configuration not stated)	2	0.2%	-1%[11.5 µM]	18	1%	u	3%	6%	-2	-5%	20
O=C(c1ccc(C#CC2(O)CCCCC2)cc1)N1CCN(Cc2ccccc2)CC1	6	-0.4%	-1%	-3	-12%	u	-5%	4%	12	-12%	6
CC(=O)c1ccc(N2CCN(C(=O)Nc3ccc(C(C)C)cc3)CC2)cc1	-4	0.0%	5%	-32	3%	6%	-6%	0%	-1	6%	2
CC(=O)c1cc2c(cc1NC(=O)C1CCC1)OCO2	1	0.1%	-5%	-5	0%	0%	0%	6%	1	2%	4
COc1cccc(Nc2ncc(C#N)c(N)n2)c1	-4	-1.2%	-5%	16	0%	-13%	-7%	0%	-17	-9%	0
COc1ccc(NC(=S)NC(=O)c2ccc(Br)o2)cc1	-3	u	1%	18	7%	0%	-6%	0%	-22	0%	-27
O=C(CSc1nc2ccccc2s1)NCc1ccc2c(c1)OCO2	3	-0.6%	-3%	-13	1%	1%	-6%	0%	-12	4%	10
Cc1ccsc1C=Nc1ccc(O)cc1	-50*	u	27%	-8	-1%	u	-3%	0%	-5	2%	0
COc1ccc(C2=NN(C(=O)c3ccccc3)C(c3ccccc3)C2)c(O)c1 (configuration not stated)	1	-0.9%	x	-1	0%	3%	3%	-2%	2	-2%	-7
O=C(O)CC/C(=N/NC(=O)CNC(=O)Cc1ccc(Cl)cc1)c1ccccc1	5	0.0%	-1%	8	1%	u	3%	-2%	13	-9%	-6
CN(CCC#N)C(=O)c1cc2c(Cl)nc3ccccc3c2s1	1	-1.1%	x	14	-1%	1%	-6%	6%	8	-7%	0
O=C(c1ccoc1)N1CCC2(CC1)Oc1ccc(F)cc1C(=O)C21CC(c2ccc(Cl)cc2)=NO1 (configuration not stated)	2	5.3%	3%	-20	1%	1%	-8%	5%	-10	-1%	2
CCCNc1nc2ccccc2n2c(C)nnc12	2	3.8%	x	2	4%	-1%	-4%	-2%	-12	-1%	-3
C=CCNC(=O)c1sc(-c2ccccc2)nc1C	0	-0.3%	1%	15	-2%	1%	0%	0%	3	15%	4
Cc1oc2c(c(C)cc3oc(=O)c(CC(=O)N[C@@H](C)C(=O)O)c(C)c32)c1C	4	0.1%	x	9	-4%	-4%	-2%	0%	14	9%	-20
O=C(Cn1c(CO)nc2ccccc21)NCCc1ccc(F)cc1	3	0.0%	1%	-12	5%	u	4%	3%	6	14%	-8
Cc1cc(NC(=O)CSCc2ccccc2C)no1	2	0.2%	5%	2	1%	0%	2%	0%	-28	-2%	-2
Cc1c(NC(=O)c2ccccc2NS(=O)(=O)c2ccc(Br)cc2)c(=O)n(-c2ccccc2)n1C	12	-0.1%	-4%	9	0%	11%	0%	0%	-9	6%	-8
O=c1c2ccccc2cnn1-c1nc2ccccc2[nH]1	-3	0.1%	x	7	-1%	u	u	24%	-91*	2%	5
Cc1cc(NC(=O)C2CCCN2C(=O)Nc2c(C)cccc2C)ccc1-n1cnnn1 (configuration not stated)	-1	0.1%	1%	-4	0%	6%	-2%	0%	4	-1%	3
COc1ccc(NC(=O)CN2C(=O)N(C)Cc3ccccc32)c(C)c1	-2	0.1%	-1%	-5	2%	0%	2%	0%	10	0%	-9
Cc1ccccc1-c1nc(CN2CCC(C(=O)NCCC3=CCCCC3)CC2)c(C)o1	2	-0.3%	-13%	-71*	1%	0%	2%	2%	-13	-10%	-78*
CCOC(=O)c1cc2c(C)n(-c3ccc(C)cc3)c(C)c2ccc1=O	-20	0.6%	3%	-3	2%	u	-13%	2%	u	22%	-2
Cc1noc(C)c1NC(=O)N(C)C[C@H]1Oc2c(NC(=O)Nc3ccccc3)cccc2C(=O)N([C@H](C)CO)C[C@@H]1C	x	0.1%	x	6	5%	0%	-63%	x	u	-29%	6
OC(CN1CCN(c2ccccn2)CC1)Cn1c2ccccc2c2ccccc21 (configuration not stated)	-7	-0.1%	-1%	u	-10%	u	u	2%	12	-4%	-12
CCCC1CCC(=C(C#N)C(N)=O)CC1 (configuration not stated)	6	-1.1%	4%	-11	-1%	0%	-16%	0%	-2	-11%	11
Cc1ccc(NCc2cccnc2)c(Br)c1	1	-0.7%	4%	-1	4%	-6%	1%	x	-9	4%	-11
N/C(=N\OC(=O)CCCc1ccccc1)c1cccnc1	1	-0.4%	7%	2	-3%	-1%	2%	0%	-9	-11%	2
CCOC(=O)C1CCN(S(=O)(=O)c2ccc(OC)c(C(=O)N3CCCCCC3)c2)CC1	2	-0.1%	2%	2	1%	3%	-2%	13%	-5	-4%	-2
CC(=O)Nc1ccc(S(=O)(=O)NC(C)c2ccncc2)cc1 (configuration not stated)	x	0.2%	x	0	-3%	-2%	-4%	x	-10	-12%	-5

Random draw from the library (roughly 2.4% active in at least one column).
